Screens: PubChem, Broad Institute
E-sel inducer: E-selectin induction in HUVECs, primary screen, imaging, HUVEC, immunofluorescence imaging, single point; normalized: neutral wells 0, TNF-alpha wells 100; activation, % at 7.58 µM; 260,000 tested, 0.37% active; AID 686992, 2013;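 active = mean E-selectin-positive cell signal at least 10% of the positive control, reached in at least 60% of replicates, without over 20% cell loss; inconclusive = no rule given, readout overlaps actives, possibly toxicity-flagged; inactive = the rest, including those meeting only one limit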;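 also: in these data hits start at about 27%; measured in HUVEC primary endothelial cells; signal is the percent of cells scored E-selectin positive by PE staining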
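material = human umbilical vein endothelial cells (HUVEC), E-selectin induction | quantity = 3,000 cells/well | medium = EGM-2 growth medium on 0.1% gelatin-coated wells | technique = immunofluorescence imaging | read-out basis = % PE-positive cells | control set = TNF-alpha positive control, DMSO neutral control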
Casp6 inh: human caspase-6 inhibitors, primary screen, biochemical, VEID-R110 fluorescence, single point, set 2. inhibition, % at 12.5 µM. purified caspase-6, Z-VEID-R110 cleavage fluorescence. P55212. 350,000 tested, 0.53% active. AID 686996, 2013;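 active = mean inhibition across replicates at least about 35%, with every replicate also reaching that limit, limit read from the data; inconclusive = only one of the two criteria met; inactive = neither criterion met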;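 also: 0% = median of neutral control wells and 100% = no fluorescence left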
Target sequence (P55212 24-179 limits assumed): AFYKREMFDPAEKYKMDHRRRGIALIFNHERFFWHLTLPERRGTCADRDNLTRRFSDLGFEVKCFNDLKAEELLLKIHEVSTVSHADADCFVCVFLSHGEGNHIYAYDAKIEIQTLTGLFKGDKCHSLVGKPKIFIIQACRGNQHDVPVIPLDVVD
Target sequence (P55212 194-293 limits assumed): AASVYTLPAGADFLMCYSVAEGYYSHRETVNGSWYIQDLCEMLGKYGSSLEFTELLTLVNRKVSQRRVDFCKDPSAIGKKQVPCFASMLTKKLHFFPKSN
F508del corr: F508del CFTR correction, initial screen, CFBE line, single point; activity (quench increase), % at 7.58 µM; CFBE cells, YFP halide quenching; stimulated with forskolin plus potentiator P3; % fluorescence drop versus neutral controls; 350,000 tested, 0.36% active;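 active = mean added fluorescence quench of at least 8% versus neutral control, with both replicates also reaching 8%; inconclusive = only one of the mean or replicate conditions met; inactive = mean below 8% and not both replicates reaching 8%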;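 also: cells transiently co-express mutant CFTR-F508del with the halide-sensitive YFP; corrector assay measuring rescue of mutant channel to the surface after 24 h compound exposure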
RAD52 anneal inh: RAD52 DNA annealing inhibitors, primary screen, biochemical, FRET, single point, set 2. DNA repair protein RAD52 homolog (Homo sapiens), P43351. recombinant RAD52 DNA annealing, FRET fluorescence. inhibition, % at 18.7 µM. 360,000 tested, 0.46% active;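 active = every replicate showing at least 50% inhibition; inconclusive = mean inhibition at least 50% but not in every replicate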
Target sequence (P43351 whole entry, looked up): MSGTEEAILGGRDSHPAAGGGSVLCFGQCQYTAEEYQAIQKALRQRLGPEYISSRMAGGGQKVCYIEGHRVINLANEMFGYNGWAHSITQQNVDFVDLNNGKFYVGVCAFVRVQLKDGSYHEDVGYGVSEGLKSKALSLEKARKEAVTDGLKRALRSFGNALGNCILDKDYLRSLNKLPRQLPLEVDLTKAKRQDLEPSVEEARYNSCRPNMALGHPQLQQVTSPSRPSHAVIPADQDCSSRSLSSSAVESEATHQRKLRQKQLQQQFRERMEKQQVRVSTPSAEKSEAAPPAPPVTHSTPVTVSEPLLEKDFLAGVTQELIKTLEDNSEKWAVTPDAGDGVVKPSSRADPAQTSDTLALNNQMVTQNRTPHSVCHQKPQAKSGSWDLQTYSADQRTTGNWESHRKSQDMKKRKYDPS
INS-1E GSIS act: GLuc luminescence reporter in INS-1E cells, primary screen for activators of glucose-dependent secretion of insulin; INS-1E GLuc reporter insulin secretion, 2-3 h; activation, % at 16.6 µM; 370,000 tested, 0.61% active; AID 743287, 2014;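 active = lowest replicate activation of at least 40%, so every replicate reaches that level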;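 also: 0% = median of neutral control wells and 100% = median of IBMX positive control wells; some compounds called inactive have numbers as strong as hits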
DENV2 CPE: inhibitors of DENV2 cytopathic effect, primary screen, cell-based, plate reader, single concentration; DENV2-infected cells, cytopathic effect rescue; CPE inhibition, % at 9.99 µM; 350,000 tested, 1.7% active; in the data active = CPE inhibition above about 20%, passing the limit was not always enough; inconclusive = no clear call, values can overlap the other calls; tested in BHK-21 cells;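 also: 0% = median of neutral control wells and 100% = median of positive control wells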
RAD54 inh: inhibitors of human RAD54 branch migration, primary screen, biochemical, fluorescence, single point; inhibition, % at 10.4 µM; RAD54 Holliday junction branch migration, FAM/BHQ fluorescence; 360,000 tested, 0.14% active;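 active = mean normalized replicate activity at least 40 and at least half of replicates scoring 40 or more; inconclusive = only one of the two criteria met; inactive = mean below 40 and under half of replicates reaching 40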;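 also: 0% = median of neutral control wells and 100% = median of positive control wells; inhibitors cause a drop in the FAM fluorescence signal; in these data hits start at about 50%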
XiGFP reactiv: activators of inactive X chromosome reactivation, primary screen, imaging, XiGFP fibroblasts, GFP high-content imaging, set 2. XiGFP mouse fibroblasts, % GFP-positive cells imaging, 3 d; cells co-treated with 5-aza-dC sensitizer; scaled so ellipticine positive control = 100%. 360,000 tested, 0.055% active. activation, % at 7.58 µM. AID 743238, 2013;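 active = mean normalized replicate activation at least 10% and every replicate at or above 10%; inconclusive = only one of the two criteria met; inactive = mean below 10% and not all replicates reach 10%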;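 also: 0% = median of on-plate neutral control wells and 100% = ellipticine 6 µM median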
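Assay system: SV40-immortalized XiGFP fibroblast cells, line 68-5-11; buffer or medium: DMEM plus 5-aza-dC sensitizer; compound: one concentration, pinned; timing: compounds 3 days, fix/stain 15 min at room temperature; benchmarks: positive control ellipticine, 6 µM final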
Numbers without * were called inactive; u = inconclusive; x = no result given.

SMILES	E-sel inducer	Casp6 inh	F508del corr	RAD52 anneal inh	INS-1E GSIS act	DENV2 CPE	RAD54 inh	XiGFP reactiv
O=C(Nc1ccc(NC(=O)c2ccco2)cc1)c1ccc2c(c1)OCCO2	x	x	-3.8	-18	x	4	-6	0.0
C[C@H](CO)N1C[C@H](C)[C@H](CN(C)Cc2ccncc2)Oc2ncc(C#Cc3ccc(F)cc3)cc2C1=O	-0.3	-1	0.7	-1	-9	5	0	-0.1
COc1cc(C(C(=O)NC2CCCC2)N(Cc2ccco2)C(=O)c2snc(C(N)=O)c2N)cc(OC)c1OC (centres undefined)	x	-1	-0.4	-11	-5	10	-10	0.0
COc1ccc(-c2sc3ccc(N4CCOCC4)cc3c2-c2ccc(O)cc2)cc1	0.3	-3	-0.3	3	-5	1	9	0.1
CC1CN(C(=O)COC(=O)c2ccc(O)cc2)CC(C)O1 (centres undefined)	x	0	-1.8	-11	9	u	-2	x
COCCNC(=S)Nc1ccc(Cl)c(Cl)c1	0.9	0	x	-5	9	6	x	0.1
CN(C)S(=O)(=O)c1ccc(NC(=O)Cc2ccc(S(=O)(=O)N3CCOCC3)s2)cc1	x	12	-1.5	-120	-3	4	x	0.0
Cc1cc(Cl)ccc1-c1nc(NCCN(C)C)nc2ccsc12	-0.1	-4	0.3	30	22	-5	2	0.7
COC(=O)Cc1ccc(N(Cc2ccccc2F)S(=O)(=O)c2ccc(Br)cc2)cc1	x	-5	5.5	-6	-2	-1	x	-0.1
Cc1csc(N)n1	0.0	-1	-1.3	-16	x	1	5	0.4
Cn1cnc([N+](=O)[O-])c1S(=O)(=O)c1ccc(Cl)cc1	x	1	0.4	-4	82*	2	x	0.8
O=C(C1CC(=O)N(c2ccc(Cl)cc2)C1)N1CCC(c2nc3ccccc3[nH]2)CC1 (centres undefined)	x	2	2.1	-19	-48	-5	7	0.3

2 entries drawn at random from those above, as already listed:
SMILES	E-sel inducer	Casp6 inh	F508del corr	RAD52 anneal inh	INS-1E GSIS act	DENV2 CPE	RAD54 inh	XiGFP reactiv
COc1ccc(-c2sc3ccc(N4CCOCC4)cc3c2-c2ccc(O)cc2)cc1	0.3	-3	-0.3	3	-5	1	9	0.1
CC1CN(C(=O)COC(=O)c2ccc(O)cc2)CC(C)O1 (centres undefined)	x	0	-1.8	-11	9	u	-2	x

Next results:
SMILES	E-sel inducer	Casp6 inh	F508del corr	RAD52 anneal inh	INS-1E GSIS act	DENV2 CPE	RAD54 inh	XiGFP reactiv
COc1ccc(-c2ccc([C@@H]3[C@@H](C#N)N(C(=O)C4CCOCC4)[C@H]3CO)cc2)cc1	-0.2	0	0.9	-31	11	u	1	0.0
Cc1ccc(C)c(S(=O)(=O)N2CCN(C(=O)Cc3ccsc3)CC2)c1	x	3	0.1	-28	-3	13	-1	0.2
COc1ccc([N+](=O)[O-])cc1NC(=O)C(C)OC(=O)C1CCC1 (centres undefined)	-0.1	1	0.0	-2	14	7	x	0.0
Cc1oc2ccc(OC(=O)c3cccs3)cc2c1C(=O)OC(C)C	0.1	-3	x	-11	1	1	4	0.1
COc1ccc(NC(=O)N(C)C[C@H]2OCc3ccccc3-c3ccccc3C(=O)N([C@H](C)CO)C[C@H]2C)cc1	-0.1	-5	-1.5	5	-2	3	-11	-0.2
CCOc1ccccc1/C=C(/NC(=O)c1ccccc1)C(=O)N(CC)CC	-1.5	-1	-0.1	-18	16	13	x	0.2
O=C(COc1ccc(Br)cc1)Nc1ccc(NC(=O)c2ccccc2)cc1	0.5	-5	1.1	-14	34	-4	6	0.0
CCOc1cccc(C(=O)Nc2ccc3oc(-c4cccnc4)nc3c2)c1	-0.6	0	-0.6	-11	-4	0	x	0.1
C/C(=N\NC(=S)NCc1ccccc1)c1cccc(Br)c1	0.2	0	-1.5	-2	-1	6	x	0.0
CNc1ccc2nnc(C(F)(F)C(F)(F)C(F)(F)F)n2n1	0.6	1	-1.7	-17	6	-4	x	0.0
Cc1cc(NC(=O)COC(=O)C2CSC3(C)CCC(=O)N23)ccc1Br (centres undefined)	0.2	5	-1.5	-20	-36	8	-12	0.1
CC1CCc2sc(C(=O)N3CCC(C(N)=O)CC3)cc2C1 (centres undefined)	0.3	5	-3.9	-11	x	7	-4	0.0
COc1ccc(C(C[N+](=O)[O-])c2c(C)cc3ccccn23)cc1 (centres undefined)	x	7	2.3	-8	-9	-4	-4	0.3
CC(=O)OCC(=O)C1(O)CCC2C3CCC4=CC(=O)CCC4(C)C3(Cl)C(O)CC21C (centres undefined)	8.1	1	0.8	-8	-28	-8	x	0.0
Cc1noc(C)c1NC(=O)Nc1ccc2c(c1)C(=O)N([C@@H](C)CO)C[C@H](C)[C@H](CN(C)S(=O)(=O)c1cccs1)OCCCC[C@H](C)O2	0.0	-3	-0.3	-51	-16	-1	-3	0.2
COc1ccc(C2CC(c3cccs3)=NN2C(=O)c2ccco2)cc1OC (centres undefined)	0.4	2	1.0	-19	-8	-6	0	0.0
CC(C)NC(=O)N[C@H]1CC[C@H](CC(=O)NCCN2CCCC2)O[C@H]1CO	-0.2	-2	1.1	-17	1	3	0	-0.4
FC(F)(F)c1cccc(CN2CCC(c3cc(-c4cccs4)n[nH]3)CC2)c1	x	-2	3.0	3	-13	-1	x	0.1
CCOC(=O)/C(C#N)=C1\CC2CCC1(C)C2(C)C (centres undefined)	-0.1	1	0.3	-12	13	u	x	0.3
COc1cc2c(cc1[N+](=O)[O-])-c1ccccc1C2	x	-1	-0.9	-21	x	0	-3	-0.2
C[C@@H]1CN([C@@H](C)CO)C(=O)c2cc(-c3cccnc3)cnc2O[C@@H]1CN(C)C(=O)c1cccc(F)c1	0.0	-4	0.5	10	10	5	-1	-0.6
Cc1cccc(NC(=O)c2nc[nH]c2C(=O)NC2CCN(C(=O)OC(C)(C)C)CC2)c1	-0.5	-2	-0.6	-14	-12	x	-13	0.0
Cc1nc(SCC(=O)NNC(=O)c2ccc(F)cc2)c2ccccc2n1	x	0	0.5	-37	-5	6	-3	-0.1
COCCN(CC(=O)Nc1cccc(C)c1C)C(=O)c1ccc(S(=O)(=O)N2CCOCC2)cc1	0.0	-1	1.0	-4	3	1	-5	0.0
CC=Cc1ccc2n(c1=O)C[C@H]1[C@H](CO)[C@@H](C(=O)NCCC)[C@@H]2N1C(=O)Nc1cc(F)ccc1F (mixture of isomers)	0.7	1	x	-6	2	4	14	0.0
COc1ccc(NC(=O)Nc2ccc3c(c2)C(=O)N([C@H](C)CO)C[C@@H](C)[C@@H](CN(C)Cc2ccc(C(F)(F)F)cc2)O3)cc1	0.1	-1	-4.5	9	-5	2	-1	-0.3
CN(C)CCCN(C(=O)c1ccc([N+](=O)[O-])s1)c1nc2cc3c(cc2s1)OCCO3	-0.2	84*	-1.0	34	9	0	13	-0.1
COc1ccc(Cc2nnc(NS(C)(=O)=O)s2)cc1	x	2	-3.8	-12	-10	-4	x	x
O=C(NC(=S)Nc1nc(-c2ccccc2)cs1)c1cccnc1	0.2	0	-0.4	5	x	19	x	0.0
O=C(NCCCN1CCOCC1)c1ccc(/C=C2\Oc3ccccc3N(Cc3ccccc3F)C2=O)cc1	x	-3	0.5	-11	10	7	3	0.0
CC1CC(C)CN(C(=O)CNC(=O)c2sc3ccccc3c2Cl)C1 (centres undefined)	x	4	1.3	-8	x	7	2	0.1
O=C(NCc1ccco1)C1CCCN(c2nnc(-n3cccc3)s2)C1 (centres undefined)	x	20	-2.0	-7	3	3	0	0.1
C[C@@H]1CCCCO[C@@H](CN(C)C(=O)c2ccccc2)[C@@H](C)CN([C@@H](C)CO)C(=O)c2cc(NS(=O)(=O)c3ccc(Cl)cc3)ccc2O1	-0.2	-2	1.7	15	-13	21*	-1	0.1
COc1ccc(CN(C)C[C@H]2OCCCC[C@H](C)Oc3ccc(NS(=O)(=O)c4ccc(F)cc4)cc3C(=O)N([C@H](C)CO)C[C@@H]2C)cc1	x	-3	1.5	39	-11	15	-1	0.2
CCC(=O)c1ccc(OCC(O)Cn2nc(C)c(Br)c2C)cc1 (centres undefined)	0.2	0	0.0	12	-30	-3	-3	0.0
Cc1ccc(S(=O)(=O)N(C)C[C@H]2Oc3c(NC(=O)Nc4cccc5ccccc45)cccc3C(=O)N([C@H](C)CO)C[C@@H]2C)cc1	0.0	-4	2.4	7	-1	35*	-11	1.4
COc1ccccc1C(=O)Nc1nc(C)cc(C)n1	x	4	-0.6	-4	0	0	-7	0.1
O=C(NCc1cccs1)N[C@@H](Cc1ccccc1)C(=O)O	x	x	-2.2	-10	-6	8	-1	x
O=C1COc2ccccc2C(c2nc3ccccc3[nH]2)N1Cc1ccccc1 (centres undefined)	5.8	0	-0.3	-26	-9	5	x	0.0
CC(C)(O)C#Cc1ccc([C@H]2[C@H]3CN(C(=O)c4ccc(F)cc4)CCCCN3[C@H]2CO)cc1	0.4	-3	0.4	-2	10	-2	3	0.3
OC[C@H]1[C@@H](c2ccc(-c3cccnc3)cc2)[C@H]2CN(CC3CC3)CCCCN21	0.3	3	1.1	-7	5	2	-6	0.1
CCN(CC)S(=O)(=O)c1cc(NC(=O)C2CCN(c3ncnc4sc(C)c(C)c34)CC2)ccc1Cl	2.8	0	-4.4	-15	-5	-1	-5	-0.1
O=C(NC1CCCC1)N1CCCCN2[C@@H](CO)[C@@H](c3ccc(-c4cccnc4)cc3)[C@@H]2C1	-0.1	0	1.5	10	5	-2	13	0.0
O=C(c1cc(-c2cccs2)on1)N1CCCc2ccccc21	2.2	5	-2.7	-13	x	85*	0	0.2
CCOC(=O)C1CCN(C(=O)COC(=O)/C=C/c2ccccc2)CC1	x	-1	0.4	-12	-1	9	2	0.0
C[C@@H]1CN([C@H](C)CO)S(=O)(=O)c2ccc(C#CCC3CCCC3)cc2O[C@@H]1CN(C)C(=O)CC1CC1	x	0	2.1	-14	-6	u	10	0.0
CCN(CC)CC(C)OC(=O)c1ccccc1Cl (centres undefined)	12	4	-0.4	-13	-2	9	0	0.0
c1ccc(C[C@H]2CN=C(Nc3ccccc3)N2CCCC2CCCCC2)cc1	0.0	-2	-3.0	18	30	1	9	0.0
O=C(C1CCCN(c2ncnc3c2nc2n3CCCCC2)C1)N1CCN(c2ccc(Cl)cc2)CC1 (centres undefined)	x	2	1.5	-1	-55	-3	2	-0.1
C[C@@H]1CN([C@@H](C)CO)S(=O)(=O)c2ccc(C#Cc3ccncc3)cc2O[C@H]1CN(C)C(=O)C1CC1	0.7	-3	0.8	-5	-6	19	-6	-0.3
O=C(CCSCc1ccc(Cl)cc1)NCCc1ccccc1	-1.5	0	x	-11	8	2	x	0.2
CO[C@H]1CN(C)C(=O)c2cc(NS(C)(=O)=O)ccc2OC[C@H](C)N(C(=O)c2ccc3c(c2)OCO3)C[C@H]1C	-0.1	-2	-2.6	-11	6	-4	6	0.2
COc1ccc(N(C)S(=O)(=O)c2cccc(C(=O)Nc3ccc4c(c3)OCCO4)c2)cc1	0.0	-3	-1.7	-12	-15	-4	x	0.0
